Epigenetic reg = regulators of epigenetic silencing causing reporter derepression in mouse cells; 280,000 compounds, 0.2% hits; murine LDR cells, GFP reporter derepression, 30 h; Potency, µM (doses to about 53.9 µM), without a hit: at the highest dose GFP activation, hits mostly activators; AID 1865; also: potency is read from the fitted curve at half-maximal effect; % of control where 0% means no effect; nearly all actives have a fitted effect of over 60% in size
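Readout is the number of GFP-expressing murine LDR cells, counted by cytometry following washing. Cells were treated with compound for 30 h at 37 C; the stably integrated CMV-GFP locus is normally silent.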
IMPase Li cell = cell-permeable IMPase inhibitors with lithium potentiation. CHO-M1 cells, IP1 TR-FRET (IP-One), carbachol + lithium. Potency, µM (highest dose often 59.4 µM), for the others: top-dose activity, negative = IMPase inhibition, actives largely listed as inhibitors. 210,000 compounds, 0.35% hits. AID 1457;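 also: IP1 builds up when IMPase is blocked and the TR-FRET signal falls; potency is read from the fitted curve at half-maximal effect; plate controls were basal vehicle for no effect and high inhibitor control for full effect; nearly all actives have a fitted effect of over 50% in size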
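Test compounds were applied to CHO-M1 cells previously cultured for 16–30 h at 2000 per well. A small lithium amount accompanied them; after 30 min at 37C, IP1 was quantified by TR-FRET.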
HTT aggregate = mutant huntingtin aggregation inhibition. 220,000 compounds, 1.1% hits. PC12 HttQ103-GFP aggregates, Acumen cytometry, 40 h. AID 1688. Potency, µM (series often up to 46.1 µM), for inactives: top-dose activity change, negative = inhibition, most hits filed as inhibitors; also: potency is read from the fitted curve at half-maximal effect; % is scaled to controls: 0 for no effect and ±100 for the full control effect; nearly all actives have a fitted effect of over 60% in size
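Using laser scanning cytometry, GFP-positive aggregates were counted after lysis of PC12 cells induced with 100 nM tebufenozide to express HTT exon 1 Q103–GFP. Compounds were tested in titration.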
CBFb-RUNX1 inh = blocks binding between human CBF-beta and RUNX1 | Q01196+Q13951 | AlphaScreen CBFb-His/RUNX1-biotin binding, biochemical | Potency, µM (series often up to 59.8 µM), inactives show top-dose activity, negative = inhibition, usual class: inhibitors | 230,000 tested, under 10 active | AID 1477; also: % of control where 0% means no effect
Target sequence (Q01196 whole entry, looked up): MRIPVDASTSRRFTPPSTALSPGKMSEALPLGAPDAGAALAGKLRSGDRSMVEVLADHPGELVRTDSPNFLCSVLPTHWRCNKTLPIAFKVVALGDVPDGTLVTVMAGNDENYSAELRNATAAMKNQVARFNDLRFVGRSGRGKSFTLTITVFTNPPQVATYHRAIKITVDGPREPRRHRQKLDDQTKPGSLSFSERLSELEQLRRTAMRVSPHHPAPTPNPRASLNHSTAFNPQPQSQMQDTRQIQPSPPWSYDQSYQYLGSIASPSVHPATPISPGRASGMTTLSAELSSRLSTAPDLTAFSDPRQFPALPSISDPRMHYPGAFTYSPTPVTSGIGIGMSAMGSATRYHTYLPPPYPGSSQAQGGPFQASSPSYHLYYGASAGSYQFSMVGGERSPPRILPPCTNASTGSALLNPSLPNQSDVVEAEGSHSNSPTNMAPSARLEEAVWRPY
Target sequence (Q13951 whole entry, looked up): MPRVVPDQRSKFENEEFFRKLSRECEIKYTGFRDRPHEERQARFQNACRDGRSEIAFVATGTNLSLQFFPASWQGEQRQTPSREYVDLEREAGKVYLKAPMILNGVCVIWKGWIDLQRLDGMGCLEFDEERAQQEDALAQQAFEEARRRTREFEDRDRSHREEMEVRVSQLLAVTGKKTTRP
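CBFb-His/RUNX1-biotin, 30 nM each, preincubated 20 min RT; compound 15 min RT; Ni + streptavidin beads 50 ng each, 90 min RT; AlphaScreen read.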
Luc counter = blocks Kinase-Glo luciferase, a counter-screen artifact; Q27757; 200,000 compounds, 0.28% hits; Potency, µM (top dose mostly 38.3 µM), without a hit: at the highest dose activity change, negative = inhibition, actives largely listed as inhibitors; AID 1379; Kinase-Glo luciferase, ATP luminescence, 8 min; also: potency is read from the fitted curve at half-maximal effect; % is scaled to controls: 0 for no effect and ±100 for the full control effect; nearly all actives have a fitted effect of over 60% in size
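Inhibition of Kinase-Glo luciferase light generation was assessed at 10 uM ATP in pH 7.2 imidazole buffer, with luminescence measured after eight minutes at ambient temperature.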
NPSR antag = antagonists of human neuropeptide S receptor cAMP signaling; Q6W5P4; CHO-NPSR cells, cAMP TR-FRET, antagonist mode; Potency, µM (series often up to 38.3 µM), for inactives: at the top dose activity change, negative = inhibition, hits mostly inhibitors; 220,000 compounds, 1% hits; AID 1461; also: potency is read from the fitted curve at half-maximal effect; % is scaled to controls: 0 for no effect and ±100 for the full control effect; nearly all actives have a fitted effect of over 50% in size; many of its hits are not listed in these tables
Target sequence (Q6W5P4 whole entry, looked up): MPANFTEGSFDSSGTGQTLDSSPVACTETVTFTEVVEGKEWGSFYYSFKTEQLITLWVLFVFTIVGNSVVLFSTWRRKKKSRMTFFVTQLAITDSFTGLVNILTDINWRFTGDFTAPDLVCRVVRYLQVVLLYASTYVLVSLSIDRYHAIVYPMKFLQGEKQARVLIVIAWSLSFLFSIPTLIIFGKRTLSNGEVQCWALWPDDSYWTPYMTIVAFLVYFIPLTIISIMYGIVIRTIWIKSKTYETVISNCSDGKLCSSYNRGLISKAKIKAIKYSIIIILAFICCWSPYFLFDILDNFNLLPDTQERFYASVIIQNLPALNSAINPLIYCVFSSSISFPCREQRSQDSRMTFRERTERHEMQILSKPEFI
LMNA splice mod = LMNA splicing modulation. Potency, µM (series often up to 46.1 µM), without a hit: at the highest dose ratio change, negative = inhibition, usual class: inhibitors. HeLa LMNA splicing GFP/RFP minigene ratio, 48 h. 200,000 compounds, 0.01% hits. AID 1487; active = well fitted inhibition curve with a large enough effect in the signal ratio, with a control signal flat, not every such curve was filed as active; inconclusive = small, poorly fitted or top-dose-only effect, or effect the other way, or a change in a side signal; the % refers to the signal ratio; also: potency is read from the fitted curve at half-maximal effect; % is scaled to controls: 0 for no effect and ±100 for the full control effect
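S3 HeLa stable clones carrying a lamin A-EGFP splicing minigene plus DsRed2 were seeded at 600 cells/well in Opti-MEM with 2% FBS, pin-dosed and incubated 48 h at 37°C. Acumen cytometry (488 nm) gave the GFP/RFP total-intensity ratio.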
The depositor's hits bear a star; ? = inconclusive; . = no result given; & = joins results of further samples; [ ] = dose if it differs, or a comment. Unless noted, calls follow the shape of the dose curve; as a rule, active = well fitted curve in the direction sought with a large enough effect; inconclusive = small, poorly fitted or top-dose-only effect, or another doubt; inactive = no such curve, though single readings can be large; an effect the other way counts as inactive or inconclusive. This is a subset; rates above refer to the full screens.

Compound,Luc counter,CBFb-RUNX1 inh,Epigenetic reg,HTT aggregate,LMNA splice mod,NPSR antag,IMPase Li cell
Cc1ccc(NC(=O)Cn2c(CCC(=O)O)ccc2-c2cccs2)cc1Cl,0%,-4%,0.1%&-1.9%,9%,11%[46 µM],-4%,-6%
CC(=O)c1cccc(NC(=O)COC(=O)COc2ccccc2C)c1,0%,14%,-0.5%,13%,-2%[46 µM],4%,4%
Cc1ccc(C)c2nc3sc(C(=O)N4CCCc5ccccc54)c(N)c3cc12,0%,-1%,?,4%,19%,-2%[46.1 µM],-4%[38.3 µM]
O=C(NCc1ccc(Cl)cc1)c1ccc(N2CCCC2=O)cc1,0%,6%,-2.7%,9%,.,7%,-2%
S=c1[nH]nc(Cc2noc3ccccc23)n1-c1ccccc1,4%,6%,0.5%,-1%,.,-6%,-1%
O=C1C2C(c3ccccc3)(C(=O)N1c1ccc(Cl)cc1)C2(c1ccccc1)c1ccccc1 (configuration not stated),0%,-5%,0.0%,-19%,?,8%,12%
Cc1ccc(/C=C/C(=O)Nc2nccs2)o1,-4%,-3%,-1.0%,-2%,?,-24%,-1%
COc1ccc(CCC(C)Nc2ccc(F)cc2)cc1 (configuration not stated),-2%,11%,-1.1%,-9%,6%,-9%[46.1 µM],12%[38.3 µM]

(continued)
Compound,Luc counter,CBFb-RUNX1 inh,Epigenetic reg,HTT aggregate,LMNA splice mod,NPSR antag,IMPase Li cell
CCOc1cc(/C=N/NC(=O)CSc2nncn2C)ccc1OCC(N)=O,.,6%,-0.9%,-35%[9.22 µM],.,11%,.
CC(C)CC1(C(=O)NCCN2CCOCC2)C=CCN1C(=O)c1ccccc1 (configuration not stated),-7%&-3%,-1%[2.36 µM],3.1%&1.0%,-11%,1%,12%,7%&-2%
COC(=O)Nc1ccc(OCc2ccccc2)cc1,-7%,-4%,0.0%,16%,-4%,15%[46.1 µM],16%[38.3 µM]
COc1ccc(Cn2c(=O)sc3ccccc32)cc1OC,1%,8%,-2.1%,0.63µM*,?,-17%[46.1 µM],4%[38.3 µM]
Cc1ccc(COc2ccc(/C=N/NC(=O)c3ccc(CN4CCOCC4)cc3)cc2)cc1,-4%,7%,1.9%,-6%,-1%,14%,3%
Cc1cccc(Nc2nc(N3CCN(C)CC3)nc(N)c2[N+](=O)[O-])c1,-12%,-8%,0.0%,-2%,-5%,10%,-7%
CCn1c(SCC(=O)Nc2cccc(F)c2)nnc1-c1cc2cc(Br)ccc2o1,1%,4%,-1.1%,?,?,?,?
O=C(Nn1c(C2CCC2)nc2ccccc2c1=O)C1CCC1,-3%,0%,0.7%,2%,-10%,-4%[46.1 µM],11%[38.3 µM]

Next part:
Compound,Luc counter,CBFb-RUNX1 inh,Epigenetic reg,HTT aggregate,LMNA splice mod,NPSR antag,IMPase Li cell
O=C1Nc2ccccc2C1(O)Cc1ccccn1 (configuration not stated),.,4%,0.0%,18%[9.22 µM],.,-16%,.
CC12CCC(C/C1=N\OC(=O)c1c(F)cccc1F)C2(C)C (configuration not stated),.,8%,0.0%,9%[9.22 µM],.,1%,.
CCCC1S/C(=N/N=C/c2ccc(C)cc2)N(Cc2ccc(OC)cc2)C1=O (configuration not stated),8%,11%,-0.9%,-8%,-6%,-9%[46.1 µM],4%
COc1ccc(CN2CCN(c3ccc(F)cc3)CC2)c(OC)c1OC,-3%,-5%,0.0%,-12%,?,8%,11%
Cc1ccc(C)c(NC(=S)N(C2CCCCC2)C(C)c2cccnc2)c1 (configuration not stated),.,14%,-1.2%,12%[9.22 µM],.,8%,.
Cc1cc(-c2nnc(SCC(=O)Nc3ccccc3Cl)n2C)no1,.,4%,0.0%,-7%[9.22 µM],.,-13%,.
CCN(CC)C(=O)c1ccc(Oc2ccc([N+](=O)[O-])cc2Cl)cc1,-1%,-10%,2.4%,-21%,.,-38%,7%
CCOC(=O)N1CCN(c2c(N3CCN(c4ccc(OC)cc4)CC3)c(=O)c2=O)CC1,5%,-2%,0.9%,-4%,10%,-17%[46.1 µM],-12%[38.3 µM]

Complete entries, quoted from the list.
CC(C)CC1(C(=O)NCCN2CCOCC2)C=CCN1C(=O)c1ccccc1 (configuration not stated) in the list: Luc counter = -7%&-3%; CBFb-RUNX1 inh = -1%[2.36 µM]; Epigenetic reg = 3.1%&1.0%; HTT aggregate = -11%; LMNA splice mod = 1%; NPSR antag = 12%; IMPase Li cell = 7%&-2%
Cc1ccc(/C=C/C(=O)Nc2nccs2)o1 in the list: Luc counter = -4%; CBFb-RUNX1 inh = -3%; Epigenetic reg = -1.0%; HTT aggregate = -2%; LMNA splice mod = ?; NPSR antag = -24%; IMPase Li cell = -1%

(cont.)
Compound,Luc counter,CBFb-RUNX1 inh,Epigenetic reg,HTT aggregate,LMNA splice mod,NPSR antag,IMPase Li cell
COc1cc(NC(=S)NCCc2c[nH]c3ccccc23)c(OC)cc1Cl,.,7%,-0.9%,-6%,?,-12%[46.1 µM],.
O=C(CCN1CCN(c2ccccc2)CC1)N/N=C/c1ccc(O)c(O)c1O,-6%,-2%,-5.9%,-6%,.,15%,24%
CCOC(=O)c1nc2sc3c(c2c(=O)[nH]1)CCCC3,-3%,1%&5%,0.0%&1.1%,8%,0%,-8%[46.1 µM],-3%[38.3 µM]
c1csc(COc2ccccc2CNC2CCCCC2)c1,.,-2%,-0.9%,10%,-14%,6%[46.1 µM],.
CCCC(=O)OCC(=O)Nc1ccc2c(c1)OCO2,-3%,-6%,0.0%,2%,-4%[46 µM],16%,1%
Cc1ccc2nc(C)c(C(=O)N/N=C/c3ccc(N4CCOCC4)cc3)cc2c1,-5%,10%,1.0%,7%,3%,0%,-3%
COc1ccc(CCNC(=O)c2ccc([N+](=O)[O-])cc2)cc1,.,0%,1.1%,-14%[9.22 µM],.,-6%[7.67 µM],.
COc1ccc(C)cc1S(=O)(=O)N(CC(=O)Nc1ccc2c(c1)OCCO2)Cc1ccccc1,-4%,1%,0.8%,20%,1%,?,36%[activator][38.3 µM]

Further results.
Compound,Luc counter,CBFb-RUNX1 inh,Epigenetic reg,HTT aggregate,LMNA splice mod,NPSR antag,IMPase Li cell
CCN1CCN(/C=N/c2nc3c(s2)CCCC3)CC1,-11%,-2%,1.5%,4%,-2%,-8%[46.1 µM],0%[38.3 µM]
CCSc1nc(O)cc(=O)n1-c1ccc(OC)cc1,-4%,-3%,0.3%,7%,5%,-8%[46.1 µM],2%[38.3 µM]
O=C(O)c1ccc(CNCc2ccccc2F)cc1,-4%,6%,5.6%,-13%[9.22 µM],.,-9%,3%
CC1(C)CC(NC(=O)COc2ccccc2Cl)CC(C)(C)N1,-3%,6%,2.1%,.,?,0%,4%
O=C(NCc1ccccc1)C1CCC(CNc2c(N3CCCCC3)c(=O)c2=O)CC1 (configuration not stated),-2%,5%[2.36 µM],-1.0%,0%,-6%,5%,-4%
CCOC(=O)c1ccc(NC(=O)c2nc[nH]c2C(=O)N2CCC(C)CC2)cc1,.,6%,-0.1%,-25%[9.22 µM],.,-16%,.
COc1cc(C2Nc3ccccc3C(=O)N2c2ccc(Cl)cc2)c(Cl)cc1OCC(=O)O (configuration not stated),1%,0%,-7.9%,-9%,0%,-2%,-12%
CC(=O)NCC(=O)N1CCCC(C(=O)c2ccc(Oc3ccccc3)cc2)C1 (configuration not stated),4%,8%,-4.1%,-43%,.,-12%,12%

The listing continues.
Compound,Luc counter,CBFb-RUNX1 inh,Epigenetic reg,HTT aggregate,LMNA splice mod,NPSR antag,IMPase Li cell
Cc1csc(NC(=O)CSc2nnc(C)c(=O)n2N)n1,-1%,-1%,1.2%,5%,.,11%,-12%
CCOc1ccc(C2NC(=O)c3ccccc3O2)cc1 (configuration not stated),1%,-1%,-5.4%,-7%,3%,1%[46.1 µM],-8%[38.3 µM]
C=CCn1c(CCNC(=O)c2ccc(Cl)c(Cl)c2)nnc1SCCOc1ccc(OC)cc1,2%,-4%,-1.1%,?,15%[0.0737 µM],?,5%[38.3 µM]
COCCNS(=O)(=O)c1cc(C(=O)O)ccc1OC,.,15%,-0.3%,-4%,.,14%,5%
CC(=O)[C@]1(O)CCC2C3C=C(Cl)C4=CC(=O)C5CC5[C@@]4(C)C3CC[C@]21C (some centres not stated),0%,16%,2.2%,4%,.,.,-3%
COc1ccc(C(=O)NC2(C(F)(F)F)NC(=O)N(CCCc3ccccc3)C2=O)c(OC)c1OC (configuration not stated),-3%,3%,1.0%,9%,?,-2%,-3%
COc1cc(C2OCC3C(c4cc(OC)c(OC)c(OC)c4)OCC23)cc(OC)c1OC (configuration not stated),.,1%,1.1%,7%[9.22 µM],.,2%,.
CCN(CC(=O)NC(=O)NCc1ccccc1)Cc1nc2ccccc2c(=O)[nH]1,4%,11%,0.8%,-18%,15%[9.22 µM],1%,-6%

Continued:
Compound,Luc counter,CBFb-RUNX1 inh,Epigenetic reg,HTT aggregate,LMNA splice mod,NPSR antag,IMPase Li cell
Oc1c(Cl)cc(Cl)c(Cl)c1Cc1c(O)c(Cl)cc(Cl)c1Cl,0%&-4%,6%,-0.5%&-0.3%,5.6µM*,?,-35%,6%&18%&31%
CC(/C=C/c1ccco1)=N\NC(=O)c1cccnc1,-7%,-2%,0.7%,13%,16%,-16%[46.1 µM],1%[38.3 µM]
COCCNC(=O)CN1C(=O)CSc2ncccc21,1%,-2%,-1.0%,-5%,-5%,-2%[46.1 µM],5%
CCOC(=O)CCCc1ccc(/C(C)=N/NC(=S)NC)cc1,.,6%,2.1%,-10%[9.22 µM],.,-22%,.
O=C(COc1cccc([N+](=O)[O-])c1)N/N=C/c1ccco1,-4%,-8%,1.1%,.,21%[46 µM],-3%,-2%
Cc1c(Cl)cnc(NC(=O)COC(=O)c2ccc3ncsc3c2)c1Cl,1%,5%,2.0%,-26%,6%,6%,-4%
[N-]=[N+]=CC(=O)CNC(=O)[C@@H](Cc1ccccc1)N1C(=O)c2ccccc2C1=O,2%,3%,1.2%,17%[9.22 µM],4%,-19%[46.1 µM],0%[38.3 µM]
O=C(COc1ccc(Cl)cc1)NCc1nnc(SCC(=O)N2CCCCCC2)o1,2%,2%,3.0%,18%,24%[46 µM],-8%,10%

More results.
Compound,Luc counter,CBFb-RUNX1 inh,Epigenetic reg,HTT aggregate,LMNA splice mod,NPSR antag,IMPase Li cell
Fc1cc(Br)ccc1NC(=S)Nc1ccccc1,3%,-7%,1.0%,-3%,?,-2%,-2%
Cc1cc(C)c(NC2=NS(=O)(=O)c3ccccc32)c(C)c1,1%,-3%,0.0%,9%,-12%,-1%[46.1 µM],37%[38.3 µM]
O=C(Oc1ccc(OC(=O)c2ccco2)c(S(=O)(=O)c2ccc(Cl)cc2)c1)c1ccco1,0%,-7%,3.0%,31%,-28%,7%,-2%
CC1CCN(C(=S)SCc2nc(N)nc(Nc3ccccc3)n2)CC1,.,-12%,-1.0%,15%[9.22 µM],.,-12%,.

Screening data (PubChem)
